Bioassay records deposited in PubChem by several laboratories.
Rpn11 block: Rpn11 (PSMD14) deubiquitinase inhibitors, primary screen, biochemical, fluorescence polarization, uHTS | 26S proteasome non-ATPase regulatory subunit 14 (Homo sapiens), O00487 | human 26S proteasome, Ub4-pepOG fluorescence polarization; 20S core pre-blocked with epoxomicin | calls only at 20 µM | 0.59% of 360,000 active;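 active means inhibition at 20 µM, scaled to each plate's controls, above about 33%, limit read from the data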
Neddyl block: inhibitors of cullin neddylation, primary screen, biochemical, TR-FRET, uHTS, NAE and Ubc12; calls only at 25 µM; 0.58% of 360,000 active; in the data active means inhibition above about 36%
NadD inh: inhibitors of S. aureus NadD, primary screen, biochemical, colorimetric, uHTS. Nicotinate-nucleotide adenylyltransferase NadD (Staphylococcus aureus N315). purified NadD enzyme, colorimetric absorbance read-out. inhibition, % at 20 µM. 0.78% of 360,000 active. AID 602399, 2012; in the data active means inhibition above about 26%; further: some compounds past the cut are filed as inactive
CSN inh: inhibitors of CSN-mediated cullin deneddylation, primary screen, biochemical, fluorescence polarization, uHTS. 0.38% of 360,000 active. COP9 signalosome complex subunit 5 (Homo sapiens), Q92905. AID 651999, 2013. inhibition, % at 12.5 µM. Purified CSN, SCF-Nedd8-OG deneddylation;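 active means pattern-corrected inhibition above about 35%, with an unprinted fluorescence ratio check between 0.5 and 1.5, limit read from the data, passing the limit was not always enough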;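 further: 0% = enzyme with substrate and 100% = substrate without enzyme; some results filed as inactive read as strong as hits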
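Test system: purified human Csn5 enzyme expressed in HEK293T cells. Amount: 0.24 nM enzyme. Reagent: SCFSkp2-Nedd8OG substrate at 10 nM final. Schedule: 90 min incubation of compound, enzyme and substrate at room temperature. Detection: fluorescence polarization. Read-out: % inhibition of substrate cleavage by Csn5.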
DNMT1 inh: human DNMT1 methyltransferase inhibitors, primary screen, biochemical, molecular beacon, fluorescence, HinP1I cleavage, uHTS; DNA (cytosine-5)-methyltransferase 1 (Homo sapiens), P26358; inhibition (reported as % activation of signal), % at 10 µM; 0.83% of 360,000 active; AID 588458, 2011; in the data active means inhibition above about 50%
STEP inh: STEP phosphatase inhibitors, primary screen, biochemical, fluorescence intensity, uHTS; inhibition, % at 20 µM; AID 588621, 2011; 0.25% of 360,000 active; recombinant STEP, OMFP fluorogenic substrate; Tyrosine-protein phosphatase non-receptor type 5 (Homo sapiens), P54829;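 active means inhibition at 20 µM, scaled per plate between control wells, above about 37%, limit read from the data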;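 further: 0% = DMSO with enzyme and substrate and 100% = substrate only without enzyme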
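Assay system: isolated STEP enzyme. Buffer or medium: pH 6.0 Bis-Tris with DTT and Tween 20. Also added: fluorogenic phosphatase substrate OMFP at 25 µM final. Dosing: 20 µM, 1% DMSO. Timing: 20 min reaction, room temperature, in the dark. Measured by: fluorescence intensity, excitation 480 nm, emission 540 nm. Evaluation: normalized % inhibition.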
Rin1-Abl PPI inh: inhibitors of Rin1-Abl protein binding, primary screen, biochemical, TR-FRET | Tyrosine-protein kinase ABL1 (Homo sapiens) + Ras and Rab interactor 1 (Homo sapiens), … | inhibition, % at 7.35 µM | 0.4% of 360,000 active; in the data active means inhibition above about 5%, passing the limit was not always enough
SUMO1-SIM PPI: modulators of SUMO1 protein-protein interactions, primary screen, biochemical, uHTS; 0.33% of 360,000 active; inhibition, % at 20 µM; AID 602429, 2012; SUMO1 binding to a labelled peptide, TR-FRET, 1 h; Small ubiquitin-related modifier 1 (Homo sapiens), P63165; in the data active means inhibition above about 37%
LMPTP inh: LMPTP phosphatase inhibitors, primary screen, biochemical, fluorescence intensity, uHTS; inhibition, % at 20 µM; recombinant LMPTP-A, OMFP fluorogenic substrate; 0.22% of 360,000 active;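 active means compounds that cut the enzyme signal by at least half of the control window in the single-dose screen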;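 further: plate controls were DMSO wells with enzyme plus substrate for no effect and substrate without enzyme for full effect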
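Test system: LMPTP-A phosphatase enzyme; input: 0.625 nM LMPTP-A final; reagent: OMFP substrate, 400 µM final; compound dosing: 20 µM single dose, 3% DMSO; incubation: 50 min dark incubation at room temperature; measured by: endpoint fluorescence intensity from OMFP dephosphorylation; measure: % inhibition relative to no-enzyme and uninhibited control wells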
Scp1 inh: Scp-1 phosphatase inhibitors, primary screen, biochemical, colorimetric, uHTS; Carboxy-terminal domain RNA polymerase II polypeptide A small phosphatase 1 (Homo …; Recombinant Scp1, phosphopeptide, malachite green phosphate absorbance; inhibition, % at 20 µM; 0.88% of 340,000 active;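 active means inhibition above about 50% at 20 µM, limit read from the data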;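 further: plate controls were DMSO wells with enzyme for no effect and wells lacking enzyme for full effect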
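Incubation: 45 min enzyme reaction at room temperature / System: truncated SCP-1 phosphatase (76-261aa) / Reagent: Phospho 17-mer peptide substrate / Buffer or medium: Acidic Tris acetate buffer with magnesium and detergent / Signal: absorbance at 630 nm / Doses: one concentration, 20 µM, with 1.0% DMSO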
The depositor's hits bear a star; i = inactive; . = not tested or not shown; & = joins results of further samples. An unsorted share of the library, and some 3.8% of all compounds hit somewhere here.

SMILES	Rpn11 block	Neddyl block	NadD inh	CSN inh	DNMT1 inh	STEP inh	Rin1-Abl PPI inh	SUMO1-SIM PPI	LMPTP inh	Scp1 inh
Cc1ccc(NC(=O)c2cc(=O)n(Cc3ccccc3)c(=O)[nH]2)cc1C	i	i	2.0	4.0	2.2	-2.3	1.5	-1.5	-0.3	-11.0
CC(=O)C1=C(C)NC(SCC(N)=O)=C(C#N)C1C (stereo not given)	i	i	-2.0	-4.8	-1.4	6.0	0.9	5.9	-2.4	-12.7
CCc1nnc(NS(=O)(=O)c2ccc(NC(=O)c3ccco3)cc2)s1	i	i	0.4	-0.5	3.4	-3.6	0.4	2.1	-2.3	6.0
O=C(NC1CCC(O)CC1)c1cc(-c2ccco2)nc2ccccc12 (stereo not given)	i	.	6.9	13.3	57.4*	2.4	3.5	-0.2	10.2	50.7*
O=C(CCNC(=O)c1ccco1)NCCN1C(=O)S/C(=C\c2ccc(F)cc2)C1=O	i	i	-2.8	1.7	2.4	5.2	-0.1	-28.3	-0.9	-6.5
CN1CCC(=NNC(=O)CN(c2ccc(Oc3ccccc3)cc2)S(C)(=O)=O)CC1	i	i	-3.0	-3.9	3.2	-1.4	-3.5	-1.3	-2.2	-11.1
CCCCCCCNC(=O)C1(CC2CC(c3cccc(Br)c3)=NO2)CCN(C(=O)c2ccccc2)CC1 (stereo not given)	i	i	-6.5	3.6	-5.9	2.1	0.3	0.6	5.1	-8.5
COc1cc(/C=C2\C(=O)NN(c3ccc(C)cc3)C2=O)cc([N+](=O)[O-])c1O	i	i	2.6	0.5	11.1	19.1	-0.8	-7.5	18.2	12.7
Cc1ccc(C2(CCNCc3ccc(N(C)C)cc3)CCOC(C(C)C)C2)cc1 (stereo not given)	i	i	-11.0	-0.3	0.7	-0.2	2.0	-1.3	-0.6	-0.7
Cc1ccc(Cn2c(=O)c3c(ncn3C)n(C)c2=O)cc1	i	i	-2.6	-0.7	0.6	0.5	-0.6	3.0	-0.6	0.3
COc1ccc(CC(N)c2csc(NC(=O)c3ccc(F)cc3)n2)cc1 (stereo not given)	i	i	4.3	11.7	-9.7	-1.3	-1.0	-4.1	-1.0	.
S=C(c1ccc(-c2ccccc2)o1)N1CCCCC1	i	i	-8.1	3.3	-6.5	10.0	-3.1	-7.5	0.4	-7.4
CN(CC(=O)Nc1ccccc1C(=O)N1CCCC1)S(=O)(=O)c1ccc(Cl)cc1	i	i	-4.2	2.4	-0.8	-2.9	-3.5	-0.1	-1.5	-7.8
O=C(NCC1CCCO1)c1ccc(COc2ccc(F)cc2)o1 (stereo not given)	i	i	1.8	-1.9	0.2	1.1	3.4	-0.3	-0.5	-4.6
O=C(c1cc(COc2c(F)cccc2F)on1)N1CCC(c2ccccc2Cl)C1 (stereo not given)	i	i	0.9	-0.4	-1.4	1.1	3.7	-0.1	5.3	-8.9
CC(C(=O)O)n1cnc2sc3c(c2c1=O)CCCC3 (stereo not given)	i	i	-6.9	-0.7	4.1	-1.9	-0.6	-4.6	-2.8	-6.4
CCOC(=O)C1=C(C)Nc2nc(C)nn2C1c1ccc(OCC)c(OC)c1 (stereo not given)	i	i	-1.6	-0.3	-0.3	-0.8	-3.0	-0.8	-0.9	-4.2
CCCCN(C)C(=O)C1CCC(CNS(=O)(=O)c2ccc3c(c2)CC(C)N3C(=O)C2CC2)CC1 (stereo not given)	i	i	4.8	-3.9	-0.3	-1.1	4.5	-0.2	0.2	-13.6
COc1ccc(S(=O)(=O)N(CC(=O)N/N=C/c2cccs2)c2ccc(C)cc2)cc1OC	i	i	11.7	1.0	-6.7	0.6	-4.3	-10.6	4.2	-4.8
COc1ccc(Cl)cc1S(=O)(=O)N1CCC(C(=O)NCC2CCCO2)CC1 (stereo not given)	i	i	-1.4	4.3	1.8	1.4	-1.7	-3.7	0.0	-10.2
CCCOc1ccc(/C=N/Nc2ccccn2)cc1OC	i	i	-6.2	3.5	0.8	1.8	-4.4	-16.8	0.2	-4.2
COc1cc2[nH]c(Cl)c([N+](=O)[O-])c2cc1OC	i	i	-4.1	4.3	-12.2	-2.8	-3.1	-23.8	-1.2	-0.7
NC(=S)NN=C1CCC2(CCCCC2)CC1	i	i	-3.4	-2.8	0.5	-0.3	-0.1	3.0	0.5	-5.4
Cc1c(NC(=O)COC(=O)CSc2ccc([N+](=O)[O-])cc2)c(=O)n(-c2ccccc2)n1C	i	i	-5.5	-1.8	2.1	2.6	-0.6	-37.5	-1.9	-8.2
CC1(C(=O)Nc2cccc(C(F)(F)F)c2)Cc2c(-c3ccccc3)ccnc2O1 (stereo not given)	i	i	0.4	-1.7	-1.7	1.0	1.4	6.2	3.0	.
O=S(=O)(NCC(c1cccs1)N1CCc2ccccc2C1)c1ccccc1 (stereo not given)	i	i	-2.0	-0.8	5.0	-1.7	2.5	8.6	0.6	-4.8
Cc1ccc(C)c(NC(=S)NNC(=O)c2sccc2C)c1	i	i	-0.6	-8.3	2.1	4.1	-2.3	1.5	-1.9	-8.7
Cc1cc(Br)cn2c(Cc3ccsc3)c(-c3ccc(F)cc3)nc12	i	i	0.0	-2.9	-131.4	1.1	0.7	-0.5	0.6	.
CCCc1ccc2oc(C(=O)NCc3nnc(C)o3)c(C)c2c1	i	i	-3.7	1.5	1.2	-1.5	-4.8	-0.7	0.5	-4.6
COc1ccc(NC(=O)CN2C(=O)C(C)Oc3ccc(C)cc32)cc1 (stereo not given)	i	i	-0.8	-2.7	-3.9	0.4	1.7	1.4	0.7	-8.1
CC(=O)c1c(O)c(C)c(-c2ccccc2)n(-c2ccccc2)c1=O	i	i	3.8	-3.0	0.9	2.9	-0.7	2.0	-0.7	-7.5
O=C(Nc1ccc(Cl)cc1)NC1(C(=O)NCCCN2CCOCC2)CCCCC1	i	i	-11.4	1.5	-0.5	-1.1	-3.0	1.4	-5.2	-7.2
COC(=O)CSc1nc2c(c(=O)n(C)c(=O)n2C)n1CCC(C)C	i	i	-2.9	-2.9	-0.6	1.8	0.1	1.1	-0.8	-0.4
O=C(O)CCC(=O)NNC(=O)CCCOc1ccc(Cl)cc1Cl	i	i	-3.3	0.0	3.6	0.3	1.6	2.2	-2.1	-12.3
C[C@@H]1CN([C@@H](C)CO)C(=O)CCCn2nncc2CO[C@@H]1CN(C)C(=O)c1ccc(N2CCN(C)CC2)cc1	i	i	-5.3	0.9	3.2	0.1	6.8	-4.7	-6.9	.
COC(=O)/C=C1\SC(N)=NC1=O	i	i	-0.7	0.2	0.9	-0.1	-1.2	-13.8	-0.9	-10.9

Records above shown as hits in Scp1 inh:
| Molecule | Rpn11 block | Neddyl block | NadD inh | CSN inh | DNMT1 inh | Rin1-Abl PPI inh | SUMO1-SIM PPI | LMPTP inh | Scp1 inh |
| --- | --- | --- | --- | --- | --- | --- | --- | --- | --- |
| O=C(NC1CCC(O)CC1)c1cc(-c2ccco2)nc2ccccc12 (stereo not given) | i | . | 6.9 | 13.3 | 57.4* | 3.5 | -0.2 | 10.2 | 50.7* |

Next section:
SMILES	Rpn11 block	Neddyl block	NadD inh	CSN inh	DNMT1 inh	STEP inh	Rin1-Abl PPI inh	SUMO1-SIM PPI	LMPTP inh	Scp1 inh
CCN(C(=O)c1cccs1)c1nnc(-c2ccncc2)s1	i	i	7.2	4.0	-0.1	2.9	-0.7	0.4	-1.6	-1.0
O=C(CCS(=O)(=O)Cc1ccccc1F)NCc1ccccc1Cl	i	i	-7.8	-2.5	1.5	0.8	1.8	0.3	-1.5	-7.9
Cn1c(NCCCO)nc2c1c(=O)n(Cc1ccccc1F)c(=O)n2C	i	i	1.5	-5.1	0.1	-4.2	-3.1	5.5	-0.2	-2.4
COC(=O)[C@]12CCCCC=C1N(CCc1ccc(OC)c(OC)c1)C(=O)[C@H](CC(=O)NCc1cccc3ccccc13)C2	.	i	.	-0.5	.	.	.	-0.1	5.4	.
Cc1cc2cc(CN(CC3CCCO3)C(=S)Nc3ccccc3)c(=O)[nH]c2cc1C (stereo not given)	i	i	4.6	3.0	-4.0	0.4	-3.1	-1.6	0.1	-1.3
Cc1cccc(N(Cc2ccc(Cl)cc2)S(C)(=O)=O)c1	i	i	-3.9	5.4	-0.1	-0.8	1.4	5.1	-0.2	-6.7
COc1cc(OC)c(OC)cc1C=Cc1ccc2ccccc2n1	i	i	-4.0	-9.2	-2.8	0.5	-7.3	-20.7	0.9	.
COc1ccc(CSc2nc3ccccc3[nH]2)cc1	i	i	-6.5	5.6	7.6	-3.8	1.4	0.2	-0.2	-1.0
CCn1c(SCc2ccc(F)cc2)nnc1-c1nn(-c2ccccc2)ccc1=O	i	i	4.5	-1.8	-2.9	-4.8	2.6	4.9	0.2	1.9
O=C(c1cccc(NC2=NC3CS(=O)(=O)CC3S2)c1)N1CCN(c2cccc(Cl)c2)CC1 (stereo not given)	i	i	13.6	-3.4	-0.7	2.6	1.6	1.3	-0.5	-14.0
COc1ccccc1N1N=C(C(=O)c2ccccc2)C2C(=O)N(c3ccc(Br)cc3)C(=O)C21 (stereo not given)	i	i	8.5	5.2	-6.3	-0.3	-2.1	-15.8	1.5	-3.5
C#CCOc1ccc(/C=C2/C(=O)ON=C2C)cc1OCC	i	i	-1.8	0.6	11.8	1.8	1.1	6.8	-0.3	-0.3
CN(C(=O)CSc1nc(-c2ccccc2)c(-c2ccccc2)o1)C1CCS(=O)(=O)C1 (stereo not given)	i	i	-0.5	1.6	-6.7	-1.0	6.6	-2.9	0.4	6.4
CCCCCC(=O)N1CCN(CCN=CC2=C(O)CC(c3ccc(OC)cc3)CC2=O)CC1 (stereo not given)	i	i	1.8&3.0	1.6&1.0	6.9&1.5	1.5&2.4	1.3&-1.5	-2.9&-1.6	-2.8&-0.4	-1.8&-10.9
